TEAD-YAP block: TEAD-YAP interaction inhibition; HEK-TIYL cells, TEAD-Gal4/YAP UAS-luciferase luminescence; inhibition, % at 9.12 µM; 1.4% of 640,000 active; AID 1259422; in the data active = inhibition above about 32%;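 note: 0% = median of test compound wells and 100% = reference inhibitor wells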
GPR151 activ: activators of human GPR151; activation, % at 11.2 µM; PathHunter beta-arrestin GPR151 cells, luminescence; 1% of 650,000 active; Q8TDV0; in the data active = activation above about 4.9%;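 note: 0% = median of compound wells and 100% = cells with positive control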
Target sequence (Q8TDV0 whole entry, looked up): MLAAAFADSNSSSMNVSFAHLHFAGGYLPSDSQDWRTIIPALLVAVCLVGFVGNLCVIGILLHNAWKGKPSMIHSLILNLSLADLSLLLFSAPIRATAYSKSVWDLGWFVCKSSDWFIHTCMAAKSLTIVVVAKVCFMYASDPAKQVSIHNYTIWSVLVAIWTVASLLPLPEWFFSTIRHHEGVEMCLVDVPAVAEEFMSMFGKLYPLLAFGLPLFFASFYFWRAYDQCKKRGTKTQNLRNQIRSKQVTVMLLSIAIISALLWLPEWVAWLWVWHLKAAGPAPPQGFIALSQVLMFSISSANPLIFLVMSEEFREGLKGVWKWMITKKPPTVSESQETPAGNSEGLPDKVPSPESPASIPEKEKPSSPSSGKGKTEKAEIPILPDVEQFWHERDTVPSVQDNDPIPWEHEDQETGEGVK
MITF inh: human MITF inhibition, primary screen | inhibition, % at 2.6 µM | O75030 | 0.91% of 650,000 active | AlphaScreen MITF homodimerization, bead proximity signal | AID 1259374; in the data active = inhibition above about 50%;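 note: 0% = vehicle wells with protein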
Target sequence (O75030 whole entry, looked up): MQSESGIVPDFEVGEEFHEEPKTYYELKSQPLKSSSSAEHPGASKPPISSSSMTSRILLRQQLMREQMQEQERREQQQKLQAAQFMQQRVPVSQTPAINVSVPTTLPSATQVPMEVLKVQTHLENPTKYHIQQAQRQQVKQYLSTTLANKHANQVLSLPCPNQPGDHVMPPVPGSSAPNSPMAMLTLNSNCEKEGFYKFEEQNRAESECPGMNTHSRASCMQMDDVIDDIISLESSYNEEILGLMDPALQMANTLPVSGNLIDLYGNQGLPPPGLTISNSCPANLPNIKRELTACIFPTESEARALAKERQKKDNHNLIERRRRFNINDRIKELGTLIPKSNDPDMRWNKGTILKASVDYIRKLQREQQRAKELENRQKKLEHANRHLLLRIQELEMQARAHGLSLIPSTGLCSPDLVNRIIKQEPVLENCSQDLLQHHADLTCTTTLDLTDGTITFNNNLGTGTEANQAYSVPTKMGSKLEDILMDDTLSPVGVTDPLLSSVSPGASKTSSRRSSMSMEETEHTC
FBW7 act: human FBW7 E3 ligase activation, primary screen | AlphaScreen FBW7–phospho-cyclin E peptide binding, activator screen | AID 1259310 | 0.13% of 650,000 active | normalized activity (activation), % at 26.1 µM | Q969H0; in the data active = normalized activity above about 1.9%;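 note: purified mutant Fbw7 with reduced substrate affinity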
Starred values were filed as active, the others as inactive. No enrichment for hits; 3.4% or so of the library scored in one or more.

SMILES | TEAD-YAP block | GPR151 activ | MITF inh | FBW7 act
CC(C)CNc1nccn2c(-c3cccc(NS(C)(=O)=O)c3)cnc12 | -61 | 0.2 | 17 | 0.0
Cc1ccc(NC(=S)NC(=O)c2cccs2)c(O)c1 | -62 | -0.8 | -5 | -0.1
CC(C)CCOc1ccccc1C(N)=O | -7 | -0.2 | -4 | 0.3
CC(C)N1CCNC(=O)C1CC(=O)NCc1ccc2c(c1)OCO2 (centres undefined) | 11 | 0.3 | 4 | -0.1
COc1ccc(N(CC(=O)N2CCC(C)CC2)S(=O)(=O)c2ccccc2)cc1Cl | -7 | -1.6 | -3 | -0.2
Cc1ccc(OCC(=O)N2CCN(C(=O)COc3ccc4ccccc4c3)CC2)cc1 | -4 | -0.5 | -2 | 0.0
O=c1[nH]c2scc(-c3ccccc3)c2c(=O)n1-c1cccc(Cl)c1 | -3 | -0.5 | -8 | -0.1
COc1cccc(C(=O)NC(=S)Nc2ccc(NC(=O)C(C)C)cc2)c1 | -1 | -0.2 | -5 | 0.7
CCOc1cccc(-c2cc(C(=O)N/N=C/c3cccc(O)c3)[nH]n2)c1 | -20 | 0.2 | -11 | 0.6
COC(=O)C1=C(C(=O)OC)SC(=C2C(=S)C(C)(C)N(C(=O)CSc3nc4ccccc4o3)c3ccc(OC)cc32)S1 | -4 | 0.1 | 9 | 0.3
CCC1(C)COC2(OC1)C(=O)Nc1ccccc12 (centres undefined) | -2 | -0.7 | -13 | 0.0
CC(C)CN(CC(C)C)S(=O)(=O)c1ccc(CN2C(=O)c3cccnc3C2=O)cc1 | 3 | 0.9 | -1 | -0.1
CCN(CC)C(=O)C1CCCN(c2cc(C(=O)Nc3ccccc3)ccn2)C1 (centres undefined) | 3 | -0.8 | 2 | 0.0
Cc1nc(N2CCN(C)CC2)c2c(C)c(C(=O)Nc3ccc4c(c3)OCCO4)sc2n1 | -2 | -0.1 | -8 | -0.2
CCN(C(=O)c1ccccc1[N+](=O)[O-])c1c(C)n(C)n(-c2ccccc2)c1=O | 8 | 0.1 | 10 | 0.0
CC(=O)Nc1ccc(Nc2nc(Nc3ccncc3)ncc2C)cc1 | 25 | -0.2 | 7 | 0.0
O=[N+]([O-])c1cccc(-c2c[n+](=O)c3c(n2[O-])CCC3)c1 | -10 | 0.7 | 8 | -0.1
CC1CCN(C(=O)CN2CCC(O)(c3cccnc3)CC2)CC1 | -5 | 0.4 | -4 | 0.0
CC1(C)CC(=O)C(C=NCC(O)CO)=C(O)C1 (centres undefined) | 1 | 0.1 | -18 | -0.3
CC(C)(C)c1ccc(C(=O)Nc2ncc(Cc3cc(Cl)ccc3Cl)s2)cc1 | 4 | -1.5 | 15 | 0.8
CC12CC3(C)CC(C)(C1)CC(C(=O)NC(=S)Nc1ccccc1)(C2)C3 | -2 | 3.8 | 3 | -0.1
CC(C)(C)c1ccc(C(=O)NCC(=O)OCC(=O)Nc2cc(F)ccc2F)cc1 | 5 | 0.7 | 2 | 0.3
C[N+]1(CC(O)COc2ccc(Br)cc2)CCOCC1 (centres undefined) | 2 | -3.0 | 12 | 0.2
O=C(O)C1Nc2ccc(OC(F)(F)F)cc2C2C=CCC12 (centres undefined) | 1 | 0.5 | 75* | -0.1
COc1ccccc1NC(=O)CSc1ccc2nnc(-c3ccc(C)cc3)n2n1 | -28 | -0.4 | -6 | -0.1

Among those listed so far, these contain an NH in an aromatic ring.
SMILES | TEAD-YAP block | GPR151 activ | MITF inh | FBW7 act
O=c1[nH]c2scc(-c3ccccc3)c2c(=O)n1-c1cccc(Cl)c1 | -3 | -0.5 | -8 | -0.1
CCOc1cccc(-c2cc(C(=O)N/N=C/c3cccc(O)c3)[nH]n2)c1 | -20 | 0.2 | -11 | 0.6

(cont.)
SMILES | TEAD-YAP block | GPR151 activ | MITF inh | FBW7 act
CCN(Cc1ccccc1)S(=O)(=O)c1c(C)cc(Cl)nc1Cl | 7 | -0.8 | -3 | -0.1
Cc1nnc(SCCCn2c(N3CCOCC3)nc3c2c(=O)[nH]c(=O)n3C)s1 | -17 | 6.9* | -8 | -0.1
COc1cccc(NC2=C(Cl)C(=O)OC2OC(=O)c2ccco2)c1 (centres undefined) | -1 | -0.7 | 3 | -0.1
C=CCSc1nc2c(c(=O)n1-c1ccccc1C)C1(CCCC1)Cc1ccccc1-2 | 6 | 1.1 | 1 | 0.0
O=C(C1CCN(Cc2ccccc2F)CC1)N1CCc2ccccc2C1 | 6 | -0.6 | 49 | 0.2
O=c1[nH]c(N2CCCC2)nc2c1CN(Cc1cccc3cccnc13)CC2 | 2 | 0.0 | 7 | 0.2
O=c1[nH]c2ccc([N+](=O)[O-])cc2nc1Cc1ccccc1Cl | -2 | 0.4 | -14 | 0.0
CCOC(=O)C1CCN(C(=O)COc2ccc3c(=O)c(-c4ccccc4)c(C)oc3c2)CC1 | 2 | -0.2 | 2 | 0.0
CC1=C(C(N)=O)C(c2ccc(OCC(C)C)cc2)NC(=S)N1 (centres undefined) | 3 | -0.4 | 5 | 0.0
CSc1ccccc1NC(=O)c1ccccc1I | -4 | -0.8 | 13 | 0.0
COc1ccc(-c2cc(C(=O)Nc3ccc([N+](=O)[O-])cc3)c3cc(C)ccc3n2)cc1 | 6 | -1.2 | 20 | 0.0
COc1ccc(-c2[nH]ncc2-c2cnc(C)s2)c(O)c1 | 0 | -0.3 | 3 | 0.0
CCOCCn1cnc2sc(C(=O)N3CCN(c4ccccc4)CC3)c(C)c2c1=O | -16 | 0.3 | 4 | -0.1
COc1ccc2[nH]c(=O)c(CN(CCN(C)C)C(=O)Nc3ccccc3OC)cc2c1 | -2 | 0.1 | 3 | 0.1
c1nnc(-c2ccc(Oc3nc(CN4CCOCC4)nc4sc5c(c34)CCCC5)cc2)o1 | 1 | 3.7 | 0 | 0.1
CCOC(=O)c1ccccc1NC(=O)Nc1nnc(N2CCCCC2)s1 | -2 | 0.1 | -2 | -0.3
CCOc1ccc(C(=O)Nc2ccc(Cl)cc2C(=O)O)cc1Cl | -20 | -0.1 | 0 | 0.1
C/C(N)=C(/C#N)C(=O)COC(=O)C1CSC2(c3ccc(F)cc3)CCC(=O)N12 (centres undefined) | 11 | -1.1 | 11 | 0.4
CC1(C)CC(NC(=O)Cc2ccccc2[N+](=O)[O-])CC(C)(C)N1 | 0 | -1.6 | -2 | -0.2
O=C(CSc1nnnn1C1CCCCC1)N1CCCC1 | -12 | 1.2 | -11 | -0.1
O=C(c1ccco1)N1N=C(c2ccco2)CC1c1ccc(Cl)cc1 (centres undefined) | 11 | -3.0 | 3 | 0.3
O=C(c1ccoc1)N1CCC(c2[nH]ncc2CCc2ccccc2)CC1 | 4 | -0.3 | 12 | 0.8
Cc1c(C)n2c(SCC(=O)Nc3cccc(Cl)c3)nnc2[nH]c1=O | -9 | -0.3 | 14 | 1.2
C1=C(CCNc2nc3ccccc3n3cnnc23)CCCC1 | -52 | 3.4 | -8 | -0.1
O=[N+]([O-])c1cc(S(=O)(=O)N2CCOCC2)ccc1Sc1nc2ccccc2s1 | 0 | 2.3 | 12 | -0.3
Continuation.
SMILES | TEAD-YAP block | GPR151 activ | MITF inh | FBW7 act
COC(=O)[C@H]1CN(C(=O)c2cccs2)C[C@@H]1c1ccc(F)cc1 | -2 | 0.0 | 7 | 0.1
CCOC(=O)C(CCOc1ccc(Cl)c(C)c1)C(=O)OCC | 8 | 2.9 | -5 | 0.1
Cc1ccccc1NC(=O)c1sc(=S)n(-c2ccccc2C)c1N | -12 | 3.5 | -2 | -0.1
O=C(Oc1ccc2cc(Br)ccc2c1)c1cncc(Br)c1 | 0 | -0.7 | -3 | -0.1
O=C(CSc1ccccc1)NCc1ccccc1Cl | -44 | -1.5 | 10 | -0.1
COc1ccc(OCCCC(=O)Oc2ccc3c4c(c(=O)oc3c2)CCC4)cc1 | 7 | 0.5 | -2 | 0.9
COC(OC)C12c3ccccc3C(c3ccccc31)C1C(=O)N(c3ccc(C(C)=O)cc3)C(=O)C12 (centres undefined) | -62 | 1.9 | 19 | 0.5
CC(C)(C)c1ccc(-c2csc(NC(=O)c3sc4ccccc4c3Cl)n2)cc1 | -7 | -2.1 | -3 | 0.0
CCC(C)NC(=O)CCS(=O)(=O)c1ccc2c(c1)SC(C)C(=O)N2 (centres undefined) | -1 | 2.4 | -6 | -0.1
O=C(CSc1nnc2sc3ccccc3n12)N1c2ccccc2CCc2ccccc21 | -2 | 0.9 | -11 | 0.0
CCn1c(C)[n+](CCCCS(=O)(=O)NC(C)=O)c2cc(Cl)c(Cl)cc21 | 9 | 1.5 | -3 | 0.0
COCCOC(=O)C1=C(C)NC(SC)=C(C#N)C1c1ccccc1Cl (centres undefined) | 11 | 0.6 | -2 | 0.2
CCCCOC(=O)COc1ccc2c(-c3ccccc3)cc(=O)oc2c1 | 2 | -1.3 | 2 | 0.1
CC(C)[C@H](Cn1nc(-c2cccs2)ccc1=O)NC(=O)c1cc(-c2ccco2)on1 | 3 | -0.7 | 12 | 0.2
C=CCc1c(C)nc(SCCCC)[nH]c1=O | 2 | -1.3 | 1 | -0.1
Cc1[nH]c2ccc(Br)cc2c(=O)c1CN(C)C1CCN(C)CC1 | 6 | 0.7 | 4 | -0.1
CCOc1ccc(S(=O)(=O)NCCc2ccc(S(N)(=O)=O)cc2)c2cccnc12 | -2 | 0.6 | 11 | 0.0
CC(C)N(C(=O)COC(=O)COc1ccccc1Cl)C(C)C | -1 | -0.1 | -3 | -0.1
Cc1cccc(NC(=O)CN2CCN(Cc3nc4ccccc4[nH]3)CC2)c1C | 18 | -0.9 | -2 | -0.1
CN(C)CCCNS(=O)(=O)c1ccc(Cl)c([N+](=O)[O-])c1 | 4 | 0.5 | 9 | 0.1
CCc1nc(C)ccc1OC(=O)C12CC3CC(CC(C3)C1)C2 | -6 | -1.3 | 1 | 0.0
CCOC(=O)c1cnc2ccc(OC)cc2c1Nc1ccccc1Cl | 9 | -0.6 | 2 | -0.1
O=C(N/N=C/c1ccncc1)c1ccccc1Br | 18 | -0.7 | 25 | 0.8
CCCCCC(=O)N1c2ccccc2NC2=C(C(=O)CC(c3ccc(C)cc3)C2)C1c1cccnc1 (centres undefined) | 6 | 0.3 | -9 | -0.3
O=C(O)c1cccc(N2N=C(C(F)(F)F)/C(=C/c3cc(Br)c(O)c(Br)c3)C2=O)c1 | 1 | -0.4 | 8 | 0.3

An excerpt from above, limited to TEAD-YAP block and MITF inh:
SMILES,TEAD-YAP block,MITF inh
CC(C)(C)c1ccc(-c2csc(NC(=O)c3sc4ccccc4c3Cl)n2)cc1,-7,-3
CCC(C)NC(=O)CCS(=O)(=O)c1ccc2c(c1)SC(C)C(=O)N2 (centres undefined),-1,-6
O=C(CSc1nnc2sc3ccccc3n12)N1c2ccccc2CCc2ccccc21,-2,-11
CCn1c(C)[n+](CCCCS(=O)(=O)NC(C)=O)c2cc(Cl)c(Cl)cc21,9,-3
COCCOC(=O)C1=C(C)NC(SC)=C(C#N)C1c1ccccc1Cl (centres undefined),11,-2
CCCCOC(=O)COc1ccc2c(-c3ccccc3)cc(=O)oc2c1,2,2

Four entries from above in a different format.
CCOC(=O)c1cnc2ccc(OC)cc2c1Nc1ccccc1Cl
  TEAD-YAP block: 9; GPR151 activ: -0.6; MITF inh: 2; FBW7 act: -0.1
O=C(N/N=C/c1ccncc1)c1ccccc1Br
  TEAD-YAP block: 18; GPR151 activ: -0.7; MITF inh: 25; FBW7 act: 0.8
CCCCCC(=O)N1c2ccccc2NC2=C(C(=O)CC(c3ccc(C)cc3)C2)C1c1cccnc1 (centres undefined)
  TEAD-YAP block: 6; GPR151 activ: 0.3; MITF inh: -9; FBW7 act: -0.3
O=C(O)c1cccc(N2N=C(C(F)(F)F)/C(=C/c3cc(Br)c(O)c(Br)c3)C2=O)c1
  TEAD-YAP block: 1; GPR151 activ: -0.4; MITF inh: 8; FBW7 act: 0.3

New compounds follow
SMILES | TEAD-YAP block | GPR151 activ | MITF inh | FBW7 act
CCOc1ccccc1NC(=O)CN(Cc1ccccc1)S(=O)(=O)c1ccc(Cl)cc1 | 7 | -0.4 | -1 | 0.1
O=[N+]([O-])c1cccc(S(=O)(=O)NCCc2csc3nc(-c4ccccc4)nn23)c1 | 7 | -1.2 | 26 | -0.1
N=c1oc2ccccc2c2cc(-c3ccccc3)nc(N)c12 | 6 | 0.1 | -4 | -0.1
COc1ccc(N2C(=O)C(=O)/C(=C(\O)c3ccc(Br)cc3)C2c2ccc([N+](=O)[O-])cc2)cc1 (centres undefined) | 6 | 1.4 | 7 | 0.1
CCOC(=O)c1c(NC(=O)CSc2nnnn2-c2ccccc2)sc2c1CCCCC2 | -11 | 2.5 | 24 | 0.5
O=C(COc1cc(Cl)c(Cl)cc1Cl)NCc1ccncc1 | -2 | -1.7 | -3 | 0.3
COc1ccccc1NS(=O)(=O)c1ccc2c(c1)Cc1ccccc1-2 | -4 | -0.2 | -6 | -0.2
CCSc1nnc2c(n1)OC(C)N(C(=O)CC)c1ccccc1-2 (centres undefined) | 1 | 0.8 | -1 | 0.9
O=C(CSc1nccc(=O)[nH]1)Nc1ccc([N+](=O)[O-])cc1C(F)(F)F | 3 | -0.4 | 5 | 0.2
CCN(CC(=O)NC1CCS(=O)(=O)C1)C(=O)c1ccc([N+](=O)[O-])s1 (centres undefined) | 2 | -0.6 | 11 | 0.1
CCOC(=O)c1cnc2c(-c3ccccc3)c(CC)[nH]n2c1=O | 11 | -0.5 | 6 | 0.0
CCOC(=O)c1c(C)[nH]c(NC(=O)Nc2ccc(OC)cc2)c1C | -21 | -0.9 | 6 | 0.5
CCCCN(Cn1ncn(C)c1=S)Cn1ncn(C)c1=S | 5 | 0.8 | 10 | 0.0
Cc1ccccc1C1=N/C(=C\c2ccccc2Cl)C(=O)O1 | 18 | -0.3 | 15 | 0.4

From PubChem BioAssay
